High-throughput results as filed in PubChem BioAssay.
All columns: NCI-60 one-dose screen, growth in % after 48 h at 10 µM unless noted; 100 = growth as untreated, 0 = no growth, -100 = all killed.
MDA-MB-231 = MDA-MB-231 breast cancer; hit rate 5% among 81,000; AID 1794789
MDA-MB-468 = MDA-MB-468 breast cancer | hit rate 8.5% among 78,000
SR = SR leukemia cells | hit rate 8.7% among 73,000
K-562 = K-562 leukemia | hit rate 7.4% among 78,000 | AID 1794777
MOLT-4 = MOLT-4 leukemia cells | hit rate 6.9% among 80,000
BT-549 = BT-549 breast cancer | hit rate 4.4% among 78,000
MCF7 = MCF7 breast cancer; hit rate 6.3% among 82,000; AID 1794796
T-47D = T-47D breast cancer. hit rate 5% among 79,000
Numbers without * were called inactive; . = not tested or not shown; & = joins results of further samples. Rule for the calls: active = growth percent below 10; inactive = the rest. Random draw from the library; 13% or so of the library scored in one or more.

Start of the listing, in advance, 7 compounds:
SMILES	MDA-MB-231	MDA-MB-468	SR	K-562	MOLT-4	BT-549	MCF7	T-47D
S=C(/N=C1\NN=C(c2ccc(Cl)cc2)CS1)Nc1ccccc1	101	107	103	.	98	104	96	92
O=C(O)/C=C\C(=O)Nc1ccc(O)cc1	110	104	98	102	101	89	95	88
O=C1CCC(N2Cc3c(C#CCCCNC(=O)c4cc5c(o4)C(=O)c4ccccc4C5=O)cccc3C2=O)C(=O)N1 (stereo not drawn)	-2.2*	-47*	12	16	8.5*	-95*	-69*	7.3*
Cc1nc2sc(C(=O)Nc3cccc(Cl)c3C)c(N)c2cc1C(=O)/C=C/c1ccccc1	-38*	4.7*	14	10	17	-36*	3.0*	21
CCN1C(=O)N(CC)C2NN3C(=O)C4(SC3=NC21)C(c1ccc([N+](=O)[O-])cc1)CN(C)C41C(=O)Nc2ccccc21 (stereo not drawn)	95	100	100	85	100	109	95	93
Cc1ccc(-c2nn(-c3ccccc3)cc2/C=C/C(=O)NNC(=O)Nc2ccc(Br)cc2)cc1	70	100	57	90	96	105	94	71
O=C1N(Cc2ccc(OC(F)(F)F)cc2)c2ccccc2S(=O)(=O)N1c1cccnc1Cl	66	70	37	46	45	53	87	44

The whole of this part, from the first entry:
SMILES	MDA-MB-231	MDA-MB-468	SR	K-562	MOLT-4	BT-549	MCF7	T-47D
S=C(/N=C1\NN=C(c2ccc(Cl)cc2)CS1)Nc1ccccc1	101	107	103	.	98	104	96	92
O=C(O)/C=C\C(=O)Nc1ccc(O)cc1	110	104	98	102	101	89	95	88
O=C1CCC(N2Cc3c(C#CCCCNC(=O)c4cc5c(o4)C(=O)c4ccccc4C5=O)cccc3C2=O)C(=O)N1 (stereo not drawn)	-2.2*	-47*	12	16	8.5*	-95*	-69*	7.3*
Cc1nc2sc(C(=O)Nc3cccc(Cl)c3C)c(N)c2cc1C(=O)/C=C/c1ccccc1	-38*	4.7*	14	10	17	-36*	3.0*	21
CCN1C(=O)N(CC)C2NN3C(=O)C4(SC3=NC21)C(c1ccc([N+](=O)[O-])cc1)CN(C)C41C(=O)Nc2ccccc21 (stereo not drawn)	95	100	100	85	100	109	95	93
Cc1ccc(-c2nn(-c3ccccc3)cc2/C=C/C(=O)NNC(=O)Nc2ccc(Br)cc2)cc1	70	100	57	90	96	105	94	71
O=C1N(Cc2ccc(OC(F)(F)F)cc2)c2ccccc2S(=O)(=O)N1c1cccnc1Cl	66	70	37	46	45	53	87	44
COc1cc(NC(N)=NCCC(C)(C)Oc2ccc(C(F)(F)F)cc2)ncc1C#N	-54*	-84*	-55*	-44*	-21*	40	-71*	-45*
Cc1ccc(C(C)CO)cc1 (stereo not drawn)	106	117	.	109	82	99	97	100
COc1cc(C=C2C(=O)NC(=S)NC2=O)cc(CN2CCCC2)c1O	111	110	107	108	110	114	96	110
Nc1c(C(=O)Nc2ccccc2)sc2ncc(Br)cc12	99	100	74	91	84	89	88	72
C=CCc1cc(C)cc2c(OC(C)=O)c(C(C)=O)c(-c3ccccc3)nc12	102	113	.	113	97	108	91	103
Nc1nnc(-c2c[nH]c3ccc(Br)cc23)c(-c2c[nH]c3ncc(Br)cc23)n1	46	26	24	19	2.5*	35	12	17
CC(C)C[C@H](NC(=O)[C@H](CC(C)C)n1ccc2c(ccn2C)c1=O)B(O)O	87	14	30	85	29	.	35	49
C#CC(C)(CC)OC(C)=O (stereo not drawn)	109	105	89	93	105	107	97	104
Cc1nc2ccc(Cl)cn2c1-c1nnc(SCc2ccccc2[N+](=O)[O-])o1	80	89	.	.	99	94	80	98
CC(=O)Nc1ccc(C)c(C)c1	101	108	.	112	98	106	98	104
CCOC(=O)C1=C(C)NC(C)=C(C(=O)OCC(C)C)C1c1cccc(C#N)c1 (stereo not drawn)	97	76	76	76	78	92	65	68
Cc1ccc(/C(=N\N=C(N)N)C2CC2)c(C)c1	94	78	.	74	87	95	92	87
CCCCNCCCC	108	102	106	107	102	114	96	95
Cc1cc(Cc2ccccc2)c(O)c(Cc2ccccc2)c1	92	96	91	83	65	84	105	85
CC1(C)OC(=O)CC(=O)O1	113	110	90	101	94	104	96	103
O=C(Nc1ccccc1)c1cc(-n2cnc([N+](=O)[O-])c2)ccn1	101	.	100	92	93	115	105	118
O=C1c2cc3c(cc2CCC1c1ccc2c(c1)OCO2)OCO3 (stereo not drawn)	74	.	92	106	95	98	91	91
COc1ccccc1N1C(=O)CSC1=S	89	88	84	43	51	81	89	90
NS(=O)(=O)Oc1ccc(NC(=O)c2ccc(Cl)cc2)cc1	108	90	105	102	96	94	93	111
COc1ccc2nc3cc(Cl)ccc3c(Nc3cccnc3)c2c1	104	68	75	89	90	100	83	83
CN1C(=O)N(C)C2Nn3c(s/c(=C\c4cccs4)c3=O)=NC21 (stereo not drawn)	101	103	104	103	109	100	95	106
CCC(C)C(C(=O)O)N1C(=O)CSC1=S (stereo not drawn)	103	104	.	97	103	105	84	98
C(=C\CN1CCCCC1)/CN1CCCCC1	103	97	91	95	103	100	99	98
CCCCOc1ccc(S(=O)(=O)N2CCN(c3nc(N4CCOCC4)c4ccccc4n3)CC2)cc1	.	103	72	88	84	100	92	88
CN(C)CCCC(=O)Nc1ccc(Cn2nnc3c2C(=O)c2nnn(Cc4ccc(NC(=O)CCCN(C)C)cc4)c2C3=O)cc1	3.7*	-63*	75	70	11	80	-40*	-5.4*
Cn1cc(-c2nonc2-c2cn(C)c3ccccc23)c2ccccc21	23	30	16	9.8*	17	31	19	33
Nc1ccc(C(=O)Nc2ccc3cc(S(=O)(=O)O)cc(S(=O)(=O)O)c3c2)cc1	105	92	76	96	77	93	96	93
CC(C)C(C)CC(=O)O (stereo not drawn)	97	96	114	102	104	101	107	88
COc1ccc(CNC(=O)C2CSC3c4ccccc4C(=O)N23)cc1 (stereo not drawn)	108	122	.	100	97	104	86	.
CC12CC[C@@H]3[C@]4(C)COC(c5cccc(Br)c5)O[C@@H]4CC[C@@]3(C)[C@@H]1CC(C1=CCOC1=O)O2 (stereo partly drawn)	84	56	69	52	77	51	58	45
CCOC1Oc2ccc(F)cc2-c2oc(=O)ccc21 (stereo not drawn)	99	.	104	88	90	95	96	279
O=C(CSc1nnc(-c2cc(-c3ccc(Cl)cc3)nc3ccccc23)n1-c1ccccc1)Nc1ccc(Cl)cc1	90	110	79	85	84	110	88	96
CCN(C(=O)C(Cl)Cl)c1ccccc1	104	113	100	107	110	109	97	97
O=c1c2sc3ncccc3c2n(CCCCl)c2c(-c3ccccc3)nnn12	102	113	101	94	92	108	97	105
COc1cc2oc(-c3ccccc3)c(CC(=O)N3CCOCC3)c2c(OC)c1OC	98	102	95	99	97	93	97	94
O=C1CCSC2=C1SCc1sccc12	95	96	96	100	102	114	93	92
COc1ccc(NC(=O)C2c3ccccc3C(=O)N(CC(C)C)C2c2cccs2)cc1Cl (stereo not drawn)	74	98	87	72	97	101	90	92
O=C(Nc1ccccc1)N1CCN(C(=O)Nc2ccccc2)CC1	101	112	94	103	103	90	92	97
CCOc1ccccc1/C=C1\SC(=S)NC1=O	94	109	94	104	95	95	103	96
CCOC(=O)O[C@]1(C(=O)COC(=O)CC)CCC2C3CCC4=CC(=O)C=C[C@]4(C)C3[C@@H](O)C[C@@]21C (stereo partly drawn)	106	115	61	97	78	81	80	105
COc1cc(OC)cc(-c2ccc(-c3ccc(C(=N)N)o3)o2)c1	1.0*	10	-17*	4.6*	31	86	8.9*	49
c1ccc2c(c1)Nc1cc3ccccc3cc1O2	75	82	101	94	97	117	84	.
C[N+]1(C2CCC3CCCC2C3=O)CCCC1 (stereo not drawn)	110	109	.	.	.	99	97	105
CCCCn1c(N)c(N(CC)C(=O)COc2ccc(Cl)cc2Cl)c(=O)[nH]c1=O	108	.	89	86	94	.	98	93
CCCc1cc(C(CC)C(CC)c2ccc(O)c(CCC)c2)ccc1O (stereo not drawn)	82	63	57	48	41	64	66	40
COc1cc(C2CC(c3ccc(C(F)(F)F)cc3)=Nc3c(N)nc(N)nc3N2)ccc1Oc1nc(NCCO)nc(N2CCOCC2)n1 (stereo not drawn)	82&112	109&110	53&116	102&99	71&118	94&123	93&105	102&98
COc1ccc(C(=O)C[n+]2cccc3c4ccccc4ccc32)cc1OC	92	47	97	68	95	99	72	84
C=C1C(=O)O[C@H]2[C@H]1CC/C(COC(=O)OCCCCO)=C\CC[C@@]1(C)O[C@@H]21	78	46	46	64	93	83	49	73
CS(=O)(=O)c1ccc(N2N=C(c3ccc(O)c(Cl)c3)CCC2=O)cc1	100	.	99	105	87	100	89	87
CCOC(=O)C1=C(C)N=C2Sc3ccccc3N2C1c1ccccn1 (stereo not drawn)	93	102	95	100	81	99	99	90
C#CCCC(=O)NCCN1CCOCC1	116	110	107	97	110	79	127	.
CCCCCN1C=C/C(=C\C(=O)N(C)c2ccc(Br)cc2)c2ccccc21	101	74	90	77	85	108	91	84
OC1CSSC1Cn1cnc2c(Nc3ccc(OCc4cccc(F)c4)c(Cl)c3)ncnc21 (stereo not drawn)	-59*	-53*	-30*	-57*	-42*	53	-60*	20

7 entries drawn at random from the list so far, as already listed:
SMILES	MDA-MB-231	MDA-MB-468	SR	K-562	MOLT-4	BT-549	MCF7	T-47D
COc1cc2oc(-c3ccccc3)c(CC(=O)N3CCOCC3)c2c(OC)c1OC	98	102	95	99	97	93	97	94
O=c1c2sc3ncccc3c2n(CCCCl)c2c(-c3ccccc3)nnn12	102	113	101	94	92	108	97	105
CS(=O)(=O)c1ccc(N2N=C(c3ccc(O)c(Cl)c3)CCC2=O)cc1	100	.	99	105	87	100	89	87
Nc1ccc(C(=O)Nc2ccc3cc(S(=O)(=O)O)cc(S(=O)(=O)O)c3c2)cc1	105	92	76	96	77	93	96	93
c1ccc2c(c1)Nc1cc3ccccc3cc1O2	75	82	101	94	97	117	84	.
C[N+]1(C2CCC3CCCC2C3=O)CCCC1 (stereo not drawn)	110	109	.	.	.	99	97	105
Cc1nc2ccc(Cl)cn2c1-c1nnc(SCc2ccccc2[N+](=O)[O-])o1	80	89	.	.	99	94	80	98

Next section:
SMILES	MDA-MB-231	MDA-MB-468	SR	K-562	MOLT-4	BT-549	MCF7	T-47D
CCOc1nc(-c2ccccc2)cc2c(O)c(C(=O)NC)[nH]c(=O)c12	112	96	128	125	107	95	107	102
CCN(CC)CCCC(C)Br (stereo not drawn)	110	101	106	114	117	105	101	101
CN1CCN(C(=O)[C@@]2(C)CC[C@]3(C)CC[C@]4(C)C(=CC(=O)[C@@H]5[C@@]6(C)CCCNC(C)(C)[C@@H]6CC[C@]54C)[C@@H]3C2)CC1	99	92	58	79	83	99	92	92
c1ccc2c(c1)ncc1cccn12	113	101	90	97	91	109	97	92
O=C(NCCN1CCOCC1)n1cc(-c2ccncc2)c(-c2cc(O)cc(Cl)c2)n1	97	82	59	90	96	.	104	108
c1ccc(Cc2cccc[n+]2C(c2ccccc2)c2ccccc2)cc1	68	-6.4*	32	33	59	30	35	3.7*
Cc1ccc([N+](=O)[O-])cc1NC(=O)Nc1ccc(S(N)(=O)=O)cc1	112	96	115	103	.	89	91	92
CC(=O)CSc1nc2sc3c(c2c(=O)n1-c1ccccc1)CCC(C)C3 (stereo not drawn)	95	97	106	101	93	92	87	78
CCCn1c2cc(OCc3cn(-c4ccc(Br)cc4)nn3)ccc2c2ccnc(C)c21	50	26	-15*	35	46	90	62	67
COc1ccc(Nc2ncccc2NC(=O)c2cn(Cc3cc(OC)c(OC)c(OC)c3)nn2)cc1	106	97	108	101	100	101	97	85
COc1ccc(Nc2nc(/N=C/C3=CN=CC3)n[nH]2)cc1	100	91	91	121	118	104	95	99
CC(=O)Nc1nc2c(s1)Nc1ccccc1NC2=O	106	.	102	105	100	95	96	92
Cc1cccc(-n2c(SCC(=O)Nc3ccc(S(=O)(=O)Nc4nccc(C)n4)cc3)nc3ccccc3c2=O)c1	99	97	92	96	108	104	93	108
CC(=O)C1=C(O)/C(=C\C=C\c2ccccc2)OC1=O	123	99	92	93	101	102	89	98
CCCCCCCC(=O)OC1CCCCC1C (stereo not drawn)	105	86	.	123	108	108	98	104
O=C1/C(=C/c2cn(-c3ccccc3)nc2-c2ccccc2)SC(=S)N1CCc1ccc(O)cc1	83	.	91	84	83	94	84	84
CC(=O)C(=Cc1ccc(O)cc1)C(C)=O	117&99	92&94	95&85	94&94	90&93	134&97	112&92	91&90
S=C(SSC(=S)N1CCOCC1)N1CCOCC1	104	106	31	56	94	141	67	80
CC(=O)c1cccc(Nc2ccnc(SCC(=O)c3ccc(C(F)(F)F)cc3)n2)c1	78	84	91	71	76	96	76	63
Cn1c(=O)c2[nH]c(SCCN)nc2n(C)c1=S	102	.	84	100	96	112	87	94
O=C(O)CCSC(=S)Nc1ccccc1	99	101	105	102	101	105	109	100
C/C(=N\NC(=O)CSc1nc2ccccc2c(=O)n1CCc1ccc(S(N)(=O)=O)cc1)c1ccccc1	89	99	67	60	47	91	89	68
c1ccc(CC(Cc2ccccc2)C2=NCCCN2)cc1	89	40	17	51	75	92	21	71
O=C(Cc1ccc(/C=C/C(=O)c2ncc[nH]2)cc1)Nc1cc(C(F)(F)F)cc(C(F)(F)F)c1	93	65	41	19	68	100	7.6*	81
Cn1c(=O)c2[nH]c(SCC(=O)c3ccc(Br)cc3)nc2n(C)c1=O	92	102	108	.	101	106	86	99
O=c1oc(-c2ccccc2CCl)nc2ccccc12	107	103	108	117	103	108	95	101
CCOC(=O)C1=C(CSC(=S)N2CCN(c3ccc(OC)cc3)CC2)N(C)C(=O)NC1c1ccccc1 (stereo not drawn)	77	80	37	54	52	86	70	42
O=C(N/N=C/c1ccco1)C(=O)Nc1ccc(Cl)c([N+](=O)[O-])c1	95	86	97	98	99	93	80	91
Cc1ccc2c(c1)P(=O)(O)c1cc(C)ccc1O2	100	91	97	104	102	101	92	103
C/C(=C(/c1ccccc1)c1ccc(N2C(=O)c3cccc4c(N5CCN(C)CC5)ccc(c34)C2=O)cc1)c1ccccc1	94	43	-9.2*	9.2*	54	100	59	65
